Bioassay records from PubChem.
AID inhibitor: inhibitors of human activation induced cytidine deaminase; Potency, µM (top dose mostly 115 µM), for inactives: top-dose activity change, negative = inhibition, hits mostly inhibitors; AID 1347428; AID deamination FRET fluorescence, UDG-coupled, 4 h; hit rate 0.32% among 91,000; Q9GZX7; also: nearly all actives have a fitted effect of over 25% in size
Target sequence (Q9GZX7 whole entry, looked up): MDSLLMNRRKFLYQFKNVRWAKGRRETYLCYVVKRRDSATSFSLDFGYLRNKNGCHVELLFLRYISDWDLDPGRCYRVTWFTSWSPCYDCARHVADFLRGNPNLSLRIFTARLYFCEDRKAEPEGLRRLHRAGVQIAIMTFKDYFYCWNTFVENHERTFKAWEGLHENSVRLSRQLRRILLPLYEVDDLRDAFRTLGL
UDG counter: blocks uracil-DNA glycosylase in AID counter-screen. FRET deamination/UDG coupled assay, UDG read, 4 h. hit rate 0.14% among 91,000. Potency, µM (doses to about 115 µM), without a hit: at the top dose activity change, negative = inhibition, hits mostly inhibitors. AID 1347430; also: nearly all actives have a fitted effect of over 65% in size
Active calls of the source: *; ? = inconclusive; [ ] = dose if it differs, or a comment. Calls follow the shape of the dose curve; as a rule, active = well fitted curve in the direction sought with a large enough effect; inconclusive = small, poorly fitted or top-dose-only effect, or another doubt; inactive = no such curve, though single readings can be large; an effect the other way counts as inactive or inconclusive. % is scaled to controls: 0 for no effect and ±100 for the full control effect; potency is read from the fitted curve at half-maximal effect.

SMILES	AID inhibitor	UDG counter
O=C(CN1C(=O)CSc2ccc(S(=O)(=O)N3CCCC3)cc21)NCc1ccccc1Cl	-4.1%	-4.5%[57.5 µM]
Cc1ccc(-c2csc3ncnc(Nc4ccc(C(=O)O)cc4)c23)cc1	?	-11.1%
COCCCNC(=O)CSc1nc2cc3c(cc2c(=O)n1CCCCCC(=O)NCCc1ccc(OC)c(OC)c1)OCO3	18.8%	-3.9%
CCc1ccc(-n2c(SCc3nc(-c4cc(OC)ccc4OC)no3)nnc2-c2ccccc2)cc1	?	-21.9%
Cc1cc(C)c2c(C(=O)O)cc(-c3cccnc3)nc2c1	7.2%	-3.9%
Cc1ccc(-c2cc(-c3ccc4c(c3)NC(=O)CO4)nc3c2COc2ccccc2-3)cc1	-12.5%	1.3%
CCOc1cccc(NC(=O)c2sc3nc(-c4ccc(F)cc4)ccc3c2N)c1	14.1%	-19.7%
CCCCN(CC)CCCn1cnc2c([nH]c3ccc(Cl)cc32)c1=O	10.1%	-1.7%
Cc1ccccc1OCC(O)CN(Cc1ccccc1)Cc1ccccc1 (centres undefined)	-6.5%	-7.0%
O=C(NCCc1ccc(F)cc1)C(=O)NCC(c1ccco1)S(=O)(=O)c1cccs1 (centres undefined)	?	-1.0%
Cc1cccc(C)c1NC(=O)Cn1c(=O)n(CCC(=O)NCc2ccc3c(c2)OCO3)c(=O)c2sccc21	2.8%	-3.2%
COC(=O)C(CCSC)NC(=O)C1CCN(c2ncnc3c2nc2n3CCCCC2)CC1 (centres undefined)	-2.5%	-4.7%
O=C(O)c1cnc(/C=C/c2cc(Cl)c3c(c2)OCO3)s1	30.6%[activator]	-3.0%
COc1ccc(C(C)=O)cc1COC(=O)C12CC3CC(CC(Br)(C3)C1)C2	-11.5%	-2.3%
CN(CC(=O)NC1(C#N)CCCC1)Cc1ccc(C(F)(F)F)cc1	-8.8%	-7.2%
O=C(NC1CCCc2ccccc21)C12CC3CC(CC(Cl)(C3)C1)C2 (centres undefined)	-4.5%	-11.1%
Cc1ccc(NC(=O)CSc2nc(=O)n(Cc3ccccn3)c3c2CCC3)cc1F	-3.5%	6.1%
O=C(c1cccs1)c1cn(CCOc2ccc(Cl)cc2)c2ccccc12	4.5%	-17.2%
CN(C)CCNC(=S)NC(c1ccc2c(c1)CCC2)c1cccs1 (centres undefined)	-2.4%	3.1%
Cc1cc(/C=C(\C#N)c2ccc(F)cc2)c(C)n1C	-6.3%	-8.6%
CC(C)(C)C(=O)OCc1cc(=O)n2nc(C3CCCCC3)sc2n1	22.7%	?
Cc1ccc(Nc2nc(-c3ccc(C)cc3)c(C)s2)cc1	-9.1%	-2.1%
COc1ccc(N2CCN(C(=O)c3cc4c(=O)n(Cc5cccnc5)ccc4nc3C)CC2)cc1	18.5%	1.7%
Clc1ccccc1Nc1ncnc2c1nc1n2CCCCC1	25.6%	2.4%
CCOc1ccc(CNC(=O)c2cnc3sc(N4CCC(C)CC4)nn3c2=O)cc1OC	6.1%	0.0%

(listing goes on)
SMILES	AID inhibitor	UDG counter
COc1ccc(C(=O)COC(=O)c2c(Cl)cccc2Cl)c(OC)c1	-7.5%	-8.3%
C/C(=N/Nc1ccc(S(N)(=O)=O)cc1[N+](=O)[O-])c1ccc(Br)cc1	-5.9%	-8.1%
CC(C)COc1ccccc1N	13.9%	6.2%
CCN(Cc1ccccc1)C(=O)CSc1nc(C2CC2)nc2ccccc12	-15.0%	7.3%
Cc1cc(NC(=O)C(C)(C)Oc2cccc(Cl)c2)no1	0.7%	4.7%
CC(CCc1ccccc1)NC(=O)c1ccc[n+]([O-])c1 (centres undefined)	4.0%	7.3%
CCOc1cc(C2c3c(oc4ccccc4c3=O)C(=O)N2Cc2ccccc2Cl)ccc1O (centres undefined)	7.1%	-5.5%
NNc1c(Cl)cc(Cl)cc1Cl	-8.0%	-13.4%
Cc1ccc(C)c(NC(=O)N(C)CCc2c(C)nn(C)c2C)c1	3.3%	-24.4%
Cc1ccc(N/N=C/c2cccc(C(F)(F)F)c2)cc1Cl	-12.0%	-16.0%
COc1cc2[nH]c(=O)n(CCCC(=O)N(C)Cc3ccccc3)c(=O)c2cc1OC	11.1%	-0.1%
CC(C)(C)c1ccc(/C=C2\CCc3ccccc3C2=O)cc1	-10.9%	-12.3%
COc1ccc(-c2noc(-c3ccc(NCC4CCCO4)c([N+](=O)[O-])c3)n2)cc1 (centres undefined)	10.1%	0.6%
COc1ccccc1OC(C)C(=O)Nc1cccc(-c2nc3ccccc3o2)c1 (centres undefined)	15.5%	?
Cc1c(NC(=O)c2cccs2)cccc1-c1nc2cc(Cl)ccc2o1	13.4%	-4.7%
CCCCOc1ccc(CNC(=O)c2ccc(-c3nc(CN4CCc5ccccc54)c(C)o3)cc2)cc1	2.6%	-2.4%
O=C(Nc1ccc(-c2noc(-c3ccc(Cl)cc3)n2)cc1)c1ccco1	-13.5%	-7.3%
O=C(CSc1nccn1-c1ccc(Cl)cc1)Nc1cccc2ccccc12	?	-8.9%
COc1ccccc1CNC(=O)c1c(O)nc2cc(C)ccn2c1=O	20.5%	3.1%
Cc1c(C)c2ccc(OCC(=O)C(C)(C)C)c(C)c2oc1=O	-0.2%	4.3%
Cn1c(CNC(=O)C(Cc2ccccc2)NC(=O)c2ccccc2F)cc(=O)n(C)c1=O (centres undefined)	-7.3%	2.9%
Cc1cc(C)cc(NC(=O)C2CCN(S(=O)(=O)c3ccc4c(c3)oc(=O)n4C)CC2)c1	-4.5%	3.0%
CC(Oc1ccc(-c2ccc(C#N)cc2)cc1)C(=O)c1cccc(Cl)c1 (centres undefined)	-10.5%	-5.4%
CC(C)C(=O)N1CCN(C(=O)c2cc(C3CC3)nc3ccccc23)CC1	-2.2%	3.1%
O=C1Nc2cc(Cl)ccc2Oc2cc(Oc3ccccc3)ccc21	18.7%	2.0%

Other compounds.
SMILES	AID inhibitor	UDG counter
Cc1cnc(C(=O)Oc2ccc3oc4ccccc4c3c2)cn1	-4.9%	-3.9%
O=C(c1ccccc1)c1cn(Cc2ccc(F)cc2)c2ccccc2c1=O	?	-8.8%
N#Cc1nc(-c2ccccc2)oc1NCc1ccccc1	?	-28.4%
COc1ccc(NC(=O)c2c(NCc3ccc(C)o3)sc3c2CCCCC3)c(OC)c1	36.1%[activator]	-12.6%
CCCCNC(=O)CSc1nc2ccccc2nc1Cc1ccc(Cl)cc1	2.0%	-14.4%[57.5 µM]
Cc1csc2nc(COC(=O)c3ccccc3NC(=O)COc3ccccc3F)cc(=O)n12	122.5%[activator]	3.9%
CCCOc1cccc(C(=O)N(Cc2sccc2C)C2CCS(=O)(=O)C2)c1 (centres undefined)	?	-19.9%
O=C(NCCc1c[nH]c2ccc(Cl)cc12)c1cccc(F)c1F	-6.1%	-3.9%
CC1CCCCN1S(=O)(=O)c1ccc2c(c1)oc(=O)n2CC(=O)Nc1ccc(Cl)cc1 (centres undefined)	-7.5%	6.2%
CCc1ccccc1NC(=O)CSc1nnc(-c2cc3cccc(OC)c3o2)n1N	-8.8%	-12.1%
CCOc1ccc(NC(=O)c2sc3nc4n(c(=O)c3c2C)CCCC4)cc1	4.6%	25.6%
Cc1cc(C)n(-c2nc(C)c(C)c(=O)n2CC(=O)Nc2ccc([N+](=O)[O-])cc2)n1	-12.6%	-4.3%
Cc1nc2c(-c3ccccc3)c(C)nn2c(C)c1CCC(=O)NC(C)c1ccccc1 (centres undefined)	-19.6%	-3.8%
O=C(Nc1cccc(F)c1)C1CC(=O)N(Cc2ccccn2)c2nc3ccccc3n21 (centres undefined)	2.9%	-0.8%
COc1cccc(N2CCN(C(=O)c3cnc4c(-c5ccccc5)c(C)nn4c3C)CC2)c1	-8.2%	?
O=C(COC(=O)c1cc(-c2cccs2)nc2ccccc12)c1ccccc1	30.8%[activator]	?
COc1ccccc1C1C(C(N)=O)=C(C)Nc2nc(SCc3ccccc3F)nn21 (centres undefined)	9.3%	9.7%
O=C(CS(=O)(=O)c1cccc2nsnc12)Nc1ccc(F)cc1	5.0%	-6.1%
CC1(C)CC(=O)c2cc(C#N)c(SCc3ccc(Cl)cc3)nc2C1	-4.4%	-8.7%
CC1CCC(NC(=O)C2(c3ccc(F)cc3)CCC2)CC1 (centres undefined)	-8.7%	-3.6%
CCC(Sc1nc2nccnc2c(=O)n1Cc1ccccc1)C(=O)Nc1cc(C)ccc1OC (centres undefined)	-9.9%	-5.7%
COc1ccc2c(c1)CCC1C2CC[C@@]2(C)C1CC[C@@H]2NCCCCCCN1C(=O)C=CC1=O (some centres undefined)	-10.9%	0.9%
COc1ccc(Nc2oc(-c3ccc(COc4ccccc4C)o3)nc2C#N)cc1	?	-13.5%
CCc1ccc(CNC(=O)C2Cc3cc(S(=O)(=O)N4CCCCCC4)ccc3N2C(C)=O)cc1 (centres undefined)	5.9%	11.4%
CCC(=O)N1c2ccc(S(=O)(=O)CCC(=O)N3CCN(c4ccc(F)cc4)CC3)cc2CC1C (centres undefined)	14.5%	-0.8%

Four of the compounds above, with two lines to a compound.
Order of results – AID inhibitor | UDG counter
> O=C(NCCc1c[nH]c2ccc(Cl)cc12)c1cccc(F)c1F
    -6.1% | -3.9%
> CCC(=O)N1c2ccc(S(=O)(=O)CCC(=O)N3CCN(c4ccc(F)cc4)CC3)cc2CC1C (centres undefined)
    14.5% | -0.8%
> O=C(COC(=O)c1cc(-c2cccs2)nc2ccccc12)c1ccccc1
    30.8%[activator] | ?
> O=C(CS(=O)(=O)c1cccc2nsnc12)Nc1ccc(F)cc1
    5.0% | -6.1%

Five compounds already listed, sorted by formula weight, smallest number first.
SMILES	AID inhibitor	UDG counter
O=C(NCCc1c[nH]c2ccc(Cl)cc12)c1cccc(F)c1F	-6.1%	-3.9%
O=C(COC(=O)c1cc(-c2cccs2)nc2ccccc12)c1ccccc1	30.8%[activator]	?
CCCCNC(=O)CSc1nc2ccccc2nc1Cc1ccc(Cl)cc1	2.0%	-14.4%[57.5 µM]
Cc1csc2nc(COC(=O)c3ccccc3NC(=O)COc3ccccc3F)cc(=O)n12	122.5%[activator]	3.9%
CCC(=O)N1c2ccc(S(=O)(=O)CCC(=O)N3CCN(c4ccc(F)cc4)CC3)cc2CC1C (centres undefined)	14.5%	-0.8%

(next part)
SMILES	AID inhibitor	UDG counter
Cc1ccc(S(=O)(=O)N(CC(=O)Nc2ccc3c(c2)OCO3)c2ccc(C)c(Cl)c2)cc1	18.9%	?
Cc1ccc(C(=O)c2cccc([N+](=O)[O-])c2)cc1C	-10.0%	3.2%
Cc1ccc(-c2nc(C#N)c(NCC(c3cccs3)N3CCOCC3)o2)cc1 (centres undefined)	-8.2%	-8.9%
COC(=O)c1cc(C2CC2)nc2c1c(C)nn2CC(=O)NC(C)C	0.6%	7.4%
Brc1ccc(C2=NOC(c3ccc(Br)cc3)C2)cc1 (centres undefined)	-5.6%	-9.5%
CN(CC(=O)NC(C)(C)C)C(=O)c1cc2ccc(Br)cc2[nH]1	-5.2%	-4.3%
C=CCOc1ccc(/C=C/C(=O)c2ccc(C#N)cc2)cc1	-9.1%	-9.5%
Cc1sc2ncn(CC(=O)N3CCN(c4ccccc4)CC3)c(=O)c2c1S(=O)(=O)N1CCN(c2ncccn2)CC1	-19.1%	-13.1%
COC(=O)Cc1c(C)c2cc3c(c(C)c2oc1=O)OCN(CCc1ccccc1F)C3	28.4%	0.0%
Cc1cccc2nc(CSc3ccc4ccccc4n3)cc(=O)n12	11.2%	-4.3%
CC(=O)NC(NC(C)=O)c1ccccc1F	2.5%	-2.1%
O=C(NCc1cccs1)c1ccc(CSc2nc3ccncc3n2Cc2cccc(F)c2)cc1	?	-6.1%
O=C(c1cc(-c2cccs2)nc2ccccc12)N1CCN(c2cccc(C(F)(F)F)c2)CC1	-16.8%	-14.5%
Cc1ccc(-c2cc(C(F)(F)F)c(C#N)c(SCC(=O)Nc3ccccc3)n2)cc1	?	-4.3%
O=C(CSc1nccn1Cc1ccc(Cl)cc1)NC1CCCC1	7.9%	2.3%
N#Cc1ccc2[nH]ccc2c1	3.6%	-0.9%
O=C(CN1C(=O)C2CCCCN2c2ccc(C(=O)N3CCCC3)cc21)NCc1ccc(F)cc1 (centres undefined)	-7.4%	1.8%
COc1ccc(C(=O)O)cc1S(=O)(=O)NCC(=O)O	-2.7%	-7.9%
Cc1cc(NC(=O)C(C)OC(=O)c2ccc3c(c2)NC(=O)CS3)no1 (centres undefined)	1.6%	-2.3%
CCOC(=O)c1c(NC(=O)c2cc(-c3ccc(Br)cc3)on2)sc(C)c1C	2.5%	-3.6%
CCc1ccccc1Nc1sc(C(=O)c2ccccc2)c(N)c1S(=O)(=O)c1ccccc1	?	?
Cn1c(SCC(=O)NC2CCCC2)nc2c(c1=O)SCC2	7.1%	3.0%
O=C(O)CNCc1cccc(F)c1	0.4%	-4.5%
O=C(CC1(O)C(=O)N(CCc2ccccc2)c2ccc(Br)cc21)c1ccccc1O (centres undefined)	12.6%	-0.1%
CCN(CC)CCCNC(=O)c1ccc(Cn2c(SCc3ccccc3)nc3cccnc32)cc1	-6.5%	-3.9%

Next section:
SMILES	AID inhibitor	UDG counter
CCNC(=O)C(C)NC(=O)c1cc(C(C)C)nc2c1cnn2C(C)C (centres undefined)	-3.3%	-0.2%
COc1ccccc1CNC(=O)COc1ncnc2ccccc12	-0.2%	-3.1%
Cc1ccc(/C=N/NC(=O)CC#N)cc1	-1.6%	0.7%
COc1ccc(-c2c3c(nc4sc(C(=O)Nc5cccc(OC)c5)c(N)c24)CC(C)(C)CC3=O)cc1	?	-15.0%
Cc1csc2nc(CCNS(=O)(=O)c3ccc(F)cc3)cn12	3.7%	1.2%[57.5 µM]
CN1CCC(=NNC(=O)C(=O)NCCc2ccccc2)CC1	-0.8%	3.5%
CCOc1cccc(NC(=O)C2CC(=O)N(C)C(=Nc3ccc(F)cc3)S2)c1 (centres undefined)	0.6%	-13.3%
N#Cc1ccc(CSc2nc3c(c(=O)[nH]2)CCC3)cc1	-7.4%	?
CC(NC(=O)CCc1c[nH]c2ccccc12)c1cccc2ccccc12 (centres undefined)	-8.4%	-2.8%

Only part of the results is shown. The share of hits here may be higher or lower than overall.
